# KRASV12 cytotoxicity: cytotoxicity in KRAS-transformed pancreatic duct cells, primary screen, cell-based, fluorescence, HTS (AID 431) | HPDE-C7K KRASV12 cells, Alamar Blue viability, 48 h; higher % means a stronger effect | cytotoxicity, % at 10 µM; hits with a dose series show EC50 in µM | 63,000 compounds, 1.7% hits;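 active means compounds whose percent cytotoxicity in the single-dose primary screen, scaled between solvent and toxic-drug controls, exceeds 50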;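 further: 0% = DMSO solvent wells and 100% = doxorubicin-treated wells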
# Alkaline phosphatase: inhibition of tissue-nonspecific alkaline phosphatase – biochemical, luminescent (AID 518). purified TNAP enzyme, luminescent substrate readout; higher % means a stronger effect. one-dose inhibition, % at 20 µM; IC50 in µM for titrated hits. 64,000 compounds, 0.09% hits; in the data active means a potency from the dose series; inactive means the rest, 99 in 100 with inhibition below about 22%;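 further: plate controls were vehicle for no effect and reference inhibitor for full effect; many of its hits are not listed in these tables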
# DPM-DC inhibit: blocks S. pneumoniae diphosphomevalonate decarboxylase | purified DPM-DC, PK/LDH coupled NADH fluorescence | calls only at 10 µM | 65,000 compounds, 0.49% hits;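 active means the 320 compounds with the highest percent inhibition in the single-dose primary screen, excluding strongly autofluorescent ones, cut at about 32% in these data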;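 further: kinetic rate of NADH fluorescence loss reporting ADP formed by the decarboxylase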
# MK inhibit: inhibitors of Streptococcus pneumoniae mevalonate kinase | purified MK, PK/LDH-coupled NADH absorbance 340 nm | inhibition, % at 10 µM | 65,000 compounds, 0.48% hits;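 active means ranked among the strongest by inhibition in the single 10 µM screen, a fixed top-ranked set picked for dose follow-up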; further: no value below 0 was filed
# Bfl-1 inhibitors: Bfl-1 inhibitors, primary screen, biochemical, fluorescence polarization, FITC-Bid, mouse (AID 432). FITC-Bid BH3 peptide fluorescence polarization displacement; higher % means a stronger effect. 64,000 compounds, 0.02% hits. displacement, % at 20 µM; hits with a dose series show IC50 in µM; in the data active means a potency from the dose series; inactive means the rest, 99 in 100 with displacement below about 15%; further: strong numbers were not always called active
# LYP inhibition: LYP phosphatase inhibitors, primary screen, biochemical, DiFMUP fluorescence, recombinant catalytic domain, 10 µM (AID 606) | recombinant LYP catalytic domain, DiFMUP fluorescence; higher % means a stronger effect | inhibition, % at 10 µM, or IC50 in µM where a hit was titrated | 52,000 tested, under 10 active;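 active means IC50 under 40 µM in the dose-response test; inactive means IC50 of 40 µM or more, or never dose-tested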
# PMK inhibit: inhibitors of Streptococcus pneumoniae phosphomevalonate kinase; purified PMK, PK/LDH-coupled NADH absorbance 340 nm; inhibition, % at 10 µM; 65,000 compounds, 0.49% hits; AID 539;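 active means top-ranked compounds by inhibition in the single 10 µM screen, taking a fixed number of the strongest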;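 further: 0% = full reaction with DMSO carrier and 100% = background rate without enzyme reaction; no value below 0 was filed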
# HT1080 cytotoxicity: cytotoxicity in HT1080 fibrosarcoma cells, cell-based, fluorescence readout (AID 620). HT1080 viability, fluorescence; higher % means a stronger effect. cytotoxicity, % at 10 µM, or EC50 in µM where a hit was titrated. 87,000 compounds, 0.42% hits;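 further: cells exposed to compound overnight then 4 h with Alamar Blue; 0% = vehicle DMSO and 100% = killing control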
# HPDE-C7 cytotoxicity: cytotoxicity in HPDE-C7 cells, cell-based, fluorescence, HTS (AID 430); HPDE-C7 pancreatic duct cells viability, fluorescence; higher % means a stronger effect; cytotoxicity, % at 10 µM, or EC50 in µM where a hit was titrated; 63,000 compounds, 1.8% hits;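 further: cells exposed to compound for 48 hours before viability readout; 0% = vehicle and 100% = reference cytotoxic drug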
# PMK inhibit pilot replicates: recorded beside PMK inhibit, whose call it bears; inhibition, %; measured here: pilot screen replicates
# MK inhibit pilot replicates: also measured in MK inhibit; calls as there; inhibition, %; measured here: pilot screen replicates
# DPM-DC inhibit pilot screen %: further read-out of DPM-DC inhibit, marked with its call; inhibition, %; measured here: pilot screen trials
# An asterisk follows results filed as active; i = inactive; . = no result given. Unless noted, no stated cut-off is given here; in the data, active means cytotoxicity above about 50%; inactive means the rest.
SMILES,KRASV12 cytotoxicity,Alkaline phosphatase,DPM-DC inhibit,MK inhibit,Bfl-1 inhibitors,LYP inhibition,PMK inhibit,HT1080 cytotoxicity,HPDE-C7 cytotoxicity,others
CCCC(=O)Nc1ccc(NC(=O)C23CC4CC(CC(C4)C2)C3)cn1,-9.8%,12.9%,i,4.0,-3.9%,14.8%,13.0,8.8%,-2.3%,
COC(=O)C1=C(C)NC(C)=C(C(=O)OC)C1C1CC=CCC1 (stereo not drawn),1.6%,4.8%,i,5.0,8.6%,.,10.0,3.3%,1.8%,PMK inhibit pilot replicates=2.5;MK inhibit pilot replicates=4.0;DPM-DC inhibit pilot screen %=6.5
O=C1CC(C(=O)Nc2ccc(Br)cc2)C2(CCCC2)O1 (stereo not drawn),8.9%,10.4%,i,12.0,4.3%,0.2%,5.0,-11.8%,9.2%,PMK inhibit pilot replicates=4.0;MK inhibit pilot replicates=0.5;DPM-DC inhibit pilot screen %=6.0
Cc1ccc(CN(Cc2cccnc2)C(=O)CN2C(=O)COc3ccccc32)o1,-12.5%,-4.9%,i,0.0,-11.9%,13.5%,15.0,0.8%,5.1%,
CCOC(=O)C1CCCN(CCC(=O)Nc2ccc(F)c(F)c2)C1 (stereo not drawn),2.8%,13.6%,i,9.0,-12.0%,-8.9%,2.0,8.7%,-0.4%,
CCCc1c(O)nc(SC2CC(=O)N(c3cc(OC)ccc3OC)C2=O)[nH]c1=O (stereo not drawn),-23.6%,0.5%,i,4.0,8.8%,14.0%,3.0,2.1%,-26.6%,
Cc1cc(=O)[nH]c2cc(Cl)ccc12,-23.3%,0.3%,i,6.0,0.8%,-3.6%,18.0,4.0%,-19.8%,
O=C(CCc1ccc(S(=O)(=O)N2CCOCC2)cc1)OCc1nc2ccccc2s1,-9.2%,5.0%,i,0.0,-6.3%,2.1%,13.0,-0.8%,-0.9%,
CCCn1nnc(NC(=O)c2ccc(Cl)cc2Cl)n1,-40.2%,7.7%,i,0.0,-8.5%,8.5%,13.0,-6.3%,-39.0%,
COc1ccccc1OCCSc1ncnc2nc[nH]c12,-19.8%,0.3%,i,10.0,-11.3%,9.0%,16.0,17.9%,-23.5%,
CCOC(=O)C1(CC)NC(c2cccc(F)c2)C2C(=O)N(CC)C(=O)C21 (stereo not drawn),8.6%,2.7%,i,12.0,-1.1%,13.3%,10.0,-1.5%,-1.1%,PMK inhibit pilot replicates=3.5;MK inhibit pilot replicates=0.0;DPM-DC inhibit pilot screen %=4.0
O=C1CCC(=O)N1CC(=O)N1c2ccccc2Sc2ccccc21,-11.3%,0.6%,i,3.0,-1.4%,8.3%,0.0,0.3%,-7.4%,
Cc1ccc(CCNC(=O)C2CCCN(S(=O)(=O)c3c(C)noc3/C=C/N(C)C)C2)cc1 (stereo not drawn),-6.5%,4.7%,i,2.0,5.3%,-2.2%,0.0,1.8%,-11.2%,
O=C(COc1ccc(Cl)cc1Cl)NCCCn1ccnc1,1.3%,9.8%,i,8.0,-8.0%,-3.1%,16.0,0.7%,-3.9%,
CCc1nnc(NC(=O)C2CCN(S(=O)(=O)Cc3ccccc3)CC2)s1,-13.3%,9.6%,i,18.0,-8.4%,-1.5%,13.0,1.6%,-37.6%,
COC(=O)c1ccc(N2C(=O)CC(N(C)CCc3ccc(OC)c(OC)c3)C2=O)cc1 (stereo not drawn),7.9%,8.0%,i,10.0,-3.0%,.,0.0,-0.3%,3.0%,
COc1cccc(/C=N/n2c(SC)nnc2-c2ccccc2)c1O,3.8%,5.8%,i,1.0,-5.4%,6.6%,0.0,16.9%,-3.5%,
CCN(CC)S(=O)(=O)c1ccc(NC(=O)COc2c(OC)cccc2OC)cc1,-3.5%,7.7%,i,3.0,-2.0%,.,0.0,7.4%,-2.7%,
CCOC(=O)N1CCN(C(=O)CCSCCc2ccncc2)CC1,-5.9%,4.3%,i,0.0,-2.5%,.,7.0,-2.8%,-10.2%,
COc1ccc(-c2csc(NC(=O)Cn3nc(C)cc3C)n2)cc1,-2.1%,5.9%,i,6.0,-11.4%,.,21.0,-0.1%,-2.9%,

# Entries listed so far that have an aryl methoxy group, in the order listed:
SMILES,KRASV12 cytotoxicity,Alkaline phosphatase,DPM-DC inhibit,MK inhibit,Bfl-1 inhibitors,LYP inhibition,PMK inhibit,HT1080 cytotoxicity,HPDE-C7 cytotoxicity,others
CCCc1c(O)nc(SC2CC(=O)N(c3cc(OC)ccc3OC)C2=O)[nH]c1=O (stereo not drawn),-23.6%,0.5%,i,4.0,8.8%,14.0%,3.0,2.1%,-26.6%,
COc1ccccc1OCCSc1ncnc2nc[nH]c12,-19.8%,0.3%,i,10.0,-11.3%,9.0%,16.0,17.9%,-23.5%,
COC(=O)c1ccc(N2C(=O)CC(N(C)CCc3ccc(OC)c(OC)c3)C2=O)cc1 (stereo not drawn),7.9%,8.0%,i,10.0,-3.0%,.,0.0,-0.3%,3.0%,
COc1cccc(/C=N/n2c(SC)nnc2-c2ccccc2)c1O,3.8%,5.8%,i,1.0,-5.4%,6.6%,0.0,16.9%,-3.5%,
CCN(CC)S(=O)(=O)c1ccc(NC(=O)COc2c(OC)cccc2OC)cc1,-3.5%,7.7%,i,3.0,-2.0%,.,0.0,7.4%,-2.7%,
COc1ccc(-c2csc(NC(=O)Cn3nc(C)cc3C)n2)cc1,-2.1%,5.9%,i,6.0,-11.4%,.,21.0,-0.1%,-2.9%,

# The main list resumes, starting two compounds before the break.
SMILES,KRASV12 cytotoxicity,Alkaline phosphatase,DPM-DC inhibit,MK inhibit,Bfl-1 inhibitors,LYP inhibition,PMK inhibit,HT1080 cytotoxicity,HPDE-C7 cytotoxicity,others
CCOC(=O)N1CCN(C(=O)CCSCCc2ccncc2)CC1,-5.9%,4.3%,i,0.0,-2.5%,.,7.0,-2.8%,-10.2%,
COc1ccc(-c2csc(NC(=O)Cn3nc(C)cc3C)n2)cc1,-2.1%,5.9%,i,6.0,-11.4%,.,21.0,-0.1%,-2.9%,
COC(=O)C1C(=O)CC(C)(O)C(C(=O)OC)C1/C=C/c1ccccc1 (stereo not drawn),-6.2%,2.6%,i,6.0,0.7%,3.0%,6.0,-3.5%,-2.8%,
CCOC(=O)C1C(c2cccs2)NC(=O)NC1(O)C(F)(F)F (stereo not drawn),-14.9%,-1.0%,i,6.0,-10.6%,4.2%,5.0,3.7%,-9.3%,
O=C(CN1C(=O)C2C3C=CC(C3)C2C1=O)Nc1cccc2c1CCCC2 (stereo not drawn),-8.8%,8.5%,i,4.0,0.9%,.,12.0,-12.1%,-9.8%,
NC(=O)SC/C(=N\S(=O)(=O)c1ccccc1)Nc1ccccc1,15.7%,6.9%,i,12.0,-6.1%,6.7%,12.0,-8.1%,3.7%,
COc1ccccc1N1CCN(C(CNC(=O)c2ccc3c(c2)OCO3)c2cccnc2)CC1 (stereo not drawn),-4.3%,4.8%,i,1.0,-2.2%,-2.2%,16.0,0.9%,3.0%,
CCCOC(=O)C1C2C=C[C@]3(CN(CCc4ccccc4)C(=O)[C@H]13)O2 (stereo partly drawn),.,9.6%,i,0.0,-1.1%,.,8.0,-3.9%,.,
O=C(c1ccccc1)c1nc[nH]c1C(=O)Nc1ccccc1,-4.7%,11.2%,i,4.0,0.8%,-4.7%,0.0,16.8%,-5.7%,
Cc1ccccc1-n1c(C)nnc1SCC(=O)N1CC(=O)Nc2ccccc21,-8.9%,7.7%,i,0.0,-5.8%,9.7%,18.0,6.5%,4.2%,
CCOc1ccccc1NC(=O)CSc1nnc(-c2ccccn2)n1Cc1ccco1,.,11.3%,i,4.0,-5.7%,12.1%,1.0,2.7%,.,
O=C(O)C1CCN(C(=O)c2scc3c2OCCO3)CC1,6.5%,5.0%,i,0.0,-5.4%,1.1%,10.0,-0.7%,-5.7%,
c1ccc(C(CN2CCOCC2)c2ccccc2)cc1,-15.2%,2.4%,i,36.0,-2.7%,5.7%,4.0,-1.9%,-12.0%,
O=C(CCN1CCN(C/C=C/c2ccccc2)CC1)Nc1ccccc1,-10.5%,7.8%,i,6.0,-6.3%,.,0.0,.,-7.2%,
NC(=O)C1CCN(C(=O)c2ccc(C(F)(F)F)cc2)CC1,-3.0%,3.7%,i,0.0,-5.1%,9.9%,12.0,27.8%,-4.0%,
Clc1ccc(Cn2ncc3c(NCc4cccnc4)ncnc32)cc1,-0.1%,7.7%,i,0.0,1.8%,8.9%,9.0,0.1%,-9.0%,PMK inhibit pilot replicates=1.5;MK inhibit pilot replicates=0.0;DPM-DC inhibit pilot screen %=0.0
CCC(=O)Nc1cccc(NC(=O)CSc2nnc(C3CC3)n2C)c1,.,7.4%,i,0.0,2.1%,-3.5%,3.0,-5.4%,.,
CN(CC(=O)NCCC1=CCCCC1)S(=O)(=O)c1ccc2c(c1)c(=O)n(C)c(=O)n2C,-6.5%,6.5%,i,5.0,-0.6%,4.6%,5.0,-11.7%,-11.4%,
N#CC1=C(C=Nc2ccccc2O)CCC1,25.3%,7.6%,i,9.0,-2.3%,7.7%,0.0,-11.0%,3.5%,
Cn1c(=O)c2c(nc(OCC3COC(C)(C)O3)n2Cc2ccccc2F)n(C)c1=O (stereo not drawn),-17.9%,12.0%,i,6.0,-6.0%,-11.1%,10.0,.,1.3%,
CC(C)c1ccccc1NC(=O)c1cccnc1,3.1%,12.6%,i,5.0,-8.0%,-2.3%,12.0,-11.8%,3.8%,
CC(Sc1nc2ccccc2s1)C(=O)N1CCOCC1 (stereo not drawn),-3.4%,14.5%,i,7.0,-11.4%,7.1%,15.0,4.9%,-18.8%,

# Screening results as filed in PubChem.
